Assay outcomes deposited in PubChem by several laboratories.
MLLE-PAM2 inh – inhibitors of PABP1 MLLE–PAM2 peptide binding, primary screen, biochemical, fluorescence polarization, FITC-PAM2, GST-MLLE. Polyadenylate-binding protein 1 (Homo sapiens), P11940. inhibition, % at 20 µM. hit rate 0.36% among 360,000. AID 588489, 2011; in the data active = inhibition above about 35%, passing the limit was not always enough;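 also: plate controls were DMSO wells with GST-MLLE for no effect and wells lacking GST-MLLE protein for full effect; some results filed as inactive read as strong as hits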
Target sequence (P11940 whole entry, looked up): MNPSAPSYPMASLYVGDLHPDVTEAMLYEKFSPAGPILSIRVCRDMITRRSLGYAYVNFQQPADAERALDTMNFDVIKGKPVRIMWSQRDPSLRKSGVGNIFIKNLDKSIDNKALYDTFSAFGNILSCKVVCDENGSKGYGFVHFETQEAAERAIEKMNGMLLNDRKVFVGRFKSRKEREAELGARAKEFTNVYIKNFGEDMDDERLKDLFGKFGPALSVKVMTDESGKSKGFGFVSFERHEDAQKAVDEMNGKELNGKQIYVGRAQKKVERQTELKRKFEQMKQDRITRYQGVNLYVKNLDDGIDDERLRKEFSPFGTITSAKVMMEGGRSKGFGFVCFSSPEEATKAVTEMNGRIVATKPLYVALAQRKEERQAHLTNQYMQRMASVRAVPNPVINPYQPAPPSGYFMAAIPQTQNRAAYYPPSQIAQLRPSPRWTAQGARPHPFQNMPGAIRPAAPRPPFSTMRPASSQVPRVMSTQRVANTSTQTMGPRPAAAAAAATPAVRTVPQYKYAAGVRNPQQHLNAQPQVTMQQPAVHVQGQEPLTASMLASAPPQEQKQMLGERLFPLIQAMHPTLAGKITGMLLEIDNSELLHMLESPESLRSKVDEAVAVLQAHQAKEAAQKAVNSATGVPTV
STEP block – STEP phosphatase inhibitors, primary screen, biochemical, fluorescence intensity, uHTS. inhibition, % at 20 µM. hit rate 0.25% among 360,000. recombinant STEP, OMFP fluorogenic substrate;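 active = inhibition at 20 µM, scaled per plate between control wells, above about 37%, limit read from the data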;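 also: 0% = DMSO with enzyme and substrate and 100% = substrate only without enzyme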
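medium = Bis-Tris buffer pH 6.0, 2.5 mM DTT, 0.005% Tween 20 | test system = STEP (striatal-enriched tyrosine phosphatase) enzyme, cell-free | measure = normalized % inhibition | compound dosing = 20 µM, 1% DMSO | also added = 25 µM OMFP | schedule = reaction 20 min, ambient temperature | measured by = fluorescence read at 480 nm ex / 540 nm em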
NadD inh – inhibitors of S. aureus NadD, primary screen, biochemical, colorimetric, uHTS; purified NadD enzyme, colorimetric absorbance read-out; inhibition, % at 20 µM; hit rate 0.78% among 360,000; AID 602399, 2012; in the data active = inhibition above about 26%; also: some compounds past the cut are filed as inactive
DNMT1 inh – human DNMT1 methyltransferase inhibitors, primary screen, biochemical, molecular beacon, fluorescence, HinP1I cleavage, uHTS; DNA (cytosine-5)-methyltransferase 1 (Homo sapiens), P26358; inhibition (reported as % activation of signal), % at 10 µM; hit rate 0.83% among 360,000; AID 588458, 2011; in the data active = inhibition above about 50%
Rpn11 inh – Rpn11 (PSMD14) deubiquitinase inhibitors, primary screen, biochemical, fluorescence polarization, uHTS; 26S proteasome non-ATPase regulatory subunit 14 (Homo sapiens), O00487; human 26S proteasome, Ub4-pepOG fluorescence polarization; 20S core pre-blocked with epoxomicin; calls only at 20 µM; hit rate 0.59% among 360,000; AID 588493, 2011;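 active = inhibition at 20 µM, scaled to each plate's controls, above about 33%, limit read from the data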
Target sequence (O00487 whole entry, looked up): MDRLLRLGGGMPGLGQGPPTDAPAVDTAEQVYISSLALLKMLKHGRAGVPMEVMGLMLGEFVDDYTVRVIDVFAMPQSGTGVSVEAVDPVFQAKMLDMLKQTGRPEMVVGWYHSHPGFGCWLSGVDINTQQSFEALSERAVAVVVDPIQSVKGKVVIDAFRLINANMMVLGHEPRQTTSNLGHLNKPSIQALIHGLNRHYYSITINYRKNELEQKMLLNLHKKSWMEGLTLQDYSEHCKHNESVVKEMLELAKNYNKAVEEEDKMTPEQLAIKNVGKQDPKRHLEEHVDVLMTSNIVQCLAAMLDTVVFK
Scp-1 inhibitor – Scp-1 phosphatase inhibitors, primary screen, biochemical, colorimetric, uHTS. hit rate 0.88% among 340,000. AID 493091, 2011. inhibition, % at 20 µM. Recombinant Scp1, phosphopeptide, malachite green phosphate absorbance;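 active = inhibition above about 50% at 20 µM, limit read from the data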;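 also: plate controls were DMSO wells with enzyme for no effect and wells lacking enzyme for full effect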
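Material – SCP-1 phosphatase catalytic domain, residues 76-261 · Buffer or medium – Acidic Tris acetate buffer with magnesium and detergent · Also added – Phospho 17-mer peptide substrate · Compound – single 20 µM dose, 1% DMSO · Times – 45 min room-temperature reaction, 5 min colour, 30 min stabiliser · Technique – Phosphate-binding colour reagent, absorbance read at 630 nm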
CSN inh – inhibitors of CSN-mediated cullin deneddylation, primary screen, biochemical, fluorescence polarization, uHTS. COP9 signalosome complex subunit 5 (Homo sapiens), Q92905. hit rate 0.38% among 360,000. AID 651999, 2013. Purified CSN, SCF-Nedd8-OG deneddylation. inhibition, % at 12.5 µM;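 active = pattern-corrected inhibition above about 35%, with an unprinted fluorescence ratio check between 0.5 and 1.5, limit read from the data, passing the limit was not always enough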;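 also: 0% = enzyme with substrate and 100% = substrate without enzyme; some results filed as inactive read as strong as hits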
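Schedule: reaction 90 min, room temperature / Assay system: HEK293T-derived human Csn5 enzyme / Input: Csn5 at 0.24 nM final / Measure: inhibition of Csn5 cleavage, % / Control set: substrate-only high control, full reaction low control / Technique: fluorescence polarization of the substrate / Buffer or medium: Tris/NaCl/DTT buffer, pH 7.5 / Reagent: SCFSkp2-Nedd8OG substrate at 10 nM final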
Tb MetRS inh – T. brucei MetRS inhibitors, primary screen, biochemical, luminescence | methionyl-tRNA synthetase (Trypanosoma brucei brucei) | purified T. brucei MetRS, ATP depletion, Kinase-Glo luminescence | inhibition, % at 11.9 µM | hit rate 0.4% among 360,000 | AID 624268, 2012;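 active = inhibition above a per-plate cutoff of the control wells' mean inhibition plus 3 SD, cut at about 5.5% in these data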;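 also: 0% = DMSO wells median and 100% = median of wells with control inhibitor compound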
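Measured by: Kinase-Glo luciferase luminescence reporting remaining unconsumed ATP. Material: purified T. brucei MetRS enzyme. Doses: 11.9 µM compound single dose, 0.9% DMSO. Medium: HEPES buffer containing pyrophosphatase, BSA, spermine, DTT. Times: 15 min preincubation, 2 h reaction, all 25 °C. Reagent: methionine, ATP and bulk E. coli tRNA.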
LMPTP block – LMPTP phosphatase inhibitors, primary screen, biochemical, fluorescence intensity, uHTS; Low molecular weight phosphotyrosine protein phosphatase (Homo sapiens), P24666; recombinant LMPTP-A, OMFP fluorogenic substrate; inhibition, % at 20 µM; hit rate 0.22% among 360,000;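 active = compounds that cut the enzyme signal by at least half of the control window in the single-dose screen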;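 also: plate controls were DMSO wells with enzyme plus substrate for no effect and substrate without enzyme for full effect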
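Assay system: LMPTP-A phosphatase enzyme | Input: 0.625 nM enzyme | Also added: Fluorogenic phosphatase substrate OMFP at 400 µM final | Compound dosing: One test concentration per compound, 20 µM, with 3% DMSO overall | Schedule: 50 min enzyme reaction at room temperature, protected from light | Signal: Fluorescence intensity | Benchmarks: no-enzyme and uninhibited controls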
SUMO1 PPI mod – modulators of SUMO1 protein-protein interactions, primary screen, biochemical, uHTS. Small ubiquitin-related modifier 1 (Homo sapiens), P63165. SUMO1 binding to a labelled peptide, TR-FRET, 1 h. inhibition, % at 20 µM. hit rate 0.33% among 360,000. AID 602429, 2012; in the data active = inhibition above about 37%
Target sequence (P63165 whole entry, looked up): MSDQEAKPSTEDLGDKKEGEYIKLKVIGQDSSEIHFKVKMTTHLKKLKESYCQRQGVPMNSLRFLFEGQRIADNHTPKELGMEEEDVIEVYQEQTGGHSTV
An asterisk follows results filed as active; i = inactive; x = no result given; & = joins results of further samples.

SMILES	MLLE-PAM2 inh	STEP block	NadD inh	DNMT1 inh	Rpn11 inh	Scp-1 inhibitor	CSN inh	Tb MetRS inh	LMPTP block	SUMO1 PPI mod
COC(=O)c1[nH]c2ccc(Br)cc2c1NC(=O)Oc1ccccc1	14	4	7	-10	i	-7	-1	-0.3	2.0	-21
COc1ccc(S(=O)(=O)N2CCCCC2)cc1NC(=O)C1CCCO1 (stereo not drawn)	-1	-1	-2	-5	i	-7	-3	1.1	-0.9	0
CCOC(=O)C1(C)CCCN(C(=O)c2cccc(OC(F)(F)F)c2)C1 (stereo not drawn)	0	-1	-4	4	i	x	-2	-0.2	-1.3	-4
CCCN1C(=O)c2cc(C(=O)Nc3ccc(OC)cc3OC)ccc2C1Nc1ccc(OC)cc1OC (stereo not drawn)	9	1	5	-8	i	-4	3	-0.4	0.7	1
O=c1[nH]c(=O)n(Cc2ccc(Oc3ccccc3)cc2)cc1Br	-8	0	-9	0	i	x	0	-0.9	-1.0	1
O=C(NCc1n[nH]c(=O)c2ccccc12)C1CC(=O)N(c2ccc(Cl)cc2)C1 (stereo not drawn)	-1	20	1	2	i	4	6	0.0	0.8	0
Cn1cc(CN2CCC(C(O)CCc3ccccc3)CC2)c(-c2ccccc2F)n1 (stereo not drawn)	0	-1	7	-2	i	-8	4	-0.2	-0.1	-7
Cc1nnc2ccc(-c3ccc(NC(=O)Cc4cccs4)cc3)nn12	-17	1	9	0	i	29	6	-0.8	19	-23
COc1ccccc1NC(=O)c1cc2n(n1)C(C(F)(F)F)CC(c1ccc3c(c1)OCO3)N2 (stereo not drawn)	12	1	10	-6	i	-7	1	0.2	5.3	3
O=C(CN1CCCCC1)Nc1nnc(-c2ccc([N+](=O)[O-])cc2)s1	0	4	33*	8	i	7	-1	-0.4	6.0	7
O=C(CCn1c(=O)c2cccn2c2ccccc21)Nc1ccc(F)cc1	2	-1	0	-3	i	-6	4	-0.4	0.6	-2
O=C(COC(=O)c1ccccc1O)NCc1ccco1	12	2	3	50	i	67*	1	-0.3	15	12
CN1CCN(c2ccc(NC(=O)c3cc([N+](=O)[O-])ccc3N3CCOCC3)cc2)CC1	-2	10	-6	0	i	-8	3	0.0	2.1	-40
CCOC(=O)C1=C(O)/C(=C\c2ccc(OC)c(OC)c2)N=C1C	6	2	7	4	i	-6	2	-1.1	-1.3	-7
O=S(=O)(Nc1ccc(NS(=O)(=O)c2ccccc2)cc1)c1ccccc1	-7	-1	-6	-2	i	x	-2	0.0	-0.5	3
CC(=O)Nc1nnc(SCc2ccc(C(=O)Nc3ccccc3F)cc2)s1	-120	2	24	-6	i	1	-19	-0.7	-0.2	-2
Cc1ccc(NC(=S)N2CCN(S(=O)(=O)c3ccccc3)CC2)cc1C	-107	3	-2	2	i	-13	1	-0.3	3.3	6
Nc1nc(N)nc(-c2cc(Cl)ccc2Cl)n1	-7	-4	-1	-4	i	-9	-2	-0.4	-0.8	-5
O=C1CC(N(O)c2ccccc2)C(=O)N1c1cc(Cl)cc(Cl)c1 (stereo not drawn)	18	-3	-2	2	i	8	0	13*	2.4	3
Cc1occc1C(=O)N/N=C/c1ccc(Cl)c([N+](=O)[O-])c1	-6	1	1	0	i	-2	-6	-2.0	1.1	-9
COc1cccc(NC(=O)COC(=O)c2c(C)nn(-c3ccccc3)c2C)c1	-6	-1	-6	-5	i	-5	-4	-0.6	0.0	-1
COc1ccc(-c2nnc(SCC(=O)c3ccco3)n2-c2ccccc2)cc1	-72	0	2	1	i	3	-2	0.0	1.4	-4
O=C(NNC(=O)c1ccccn1)c1cccc([N+](=O)[O-])c1	0	0	-6	1	i	-10	-3	-0.7	-2.9	-25
CC(C)Cn1c(N)c(C(=O)CSc2ncnc3sc4c(c23)CCCC4)c(=O)n(C)c1=O	-19	-2	4	40	i	-3	7	0.0	7.0	-18
COc1ccc(Nc2nnc(SCc3cc(=O)n4ccsc4n3)s2)cc1	7	1	-4	10	i	42	-7	0.4	3.3	3
SMILES	MLLE-PAM2 inh	STEP block	NadD inh	DNMT1 inh	Rpn11 inh	Scp-1 inhibitor	CSN inh	Tb MetRS inh	LMPTP block	SUMO1 PPI mod
CCn1c(SCc2nc3ccccc3c(=O)[nH]2)nc2ccccc21	-1	0	-3	0	i	4	6	-1.1	-0.2	1
O=C(Nc1cccc(OC(=O)c2cccnc2)c1)c1cccnc1	1	0	4	-1	i	-3	1	-0.1	-0.5	1
COC(=O)c1c(NC(=O)Nc2ccc(Cl)cc2)sc(C)c1C	-4	-9	6	10	i	-3	-2	0.1	-0.1	2
COC(=O)[C@H]1C[C@H](O)CN1S(=O)(=O)c1ccc(Br)cc1F	10	-3	2	7	i	53*	-4	-0.5	-0.7	3
Cc1ccccc1NN=Nc1nc2c([nH]1)c(=O)n(C)c(=O)n2C	7	-2	-2	0	i	-3	-17	0.9	0.0	-3
COc1ccccc1CNS(=O)(=O)c1c(C)noc1C	0	-2	3	2	i	5	5	-0.3	-0.1	2
CCC(=O)N1CCc2cc(Br)cc(S(=O)(=O)NCc3ccco3)c21	14	0	-4	2	i	11	-4	-1.3	0.1	2
C/C(=N\OCC(=O)Nc1ccc(Br)cc1)c1cccs1	3	3	-5	0	i	-10	2	1.7	2.5	1
CCCCCCSc1cc(-c2nc3ccc(Cl)cn3c2NCCCC)ccc1OC	-35	8	7&10	-1	i	-1	-3&-3	-0.1&-0.8	6.6&1.2	-3&0
COC(=O)[C@]12CCCCC=C1N(Cc1ccco1)C(=O)[C@H](CC(=O)NCCCCc1ccccc1)C2	x	x	-1	x	x	x	0	-0.7	0.4	4
COc1cc(CN2CCN(S(=O)(=O)c3ccccc3)CC2)cc(OC)c1OC	3	4	-10	2	i	-3	-7	-2.1	-1.6	3
O=Nc1c(O)n(Cc2ccc(Cl)c(Cl)c2)c2ccccc12	3	1	5	1	i	-15	-3	-0.1	2.4	-14
CCCn1ccc2c(OCC(=O)Nc3ccc(NC(C)=O)cc3)cccc2c1=O	-6	1	-1	6	i	30	2	-0.7	1.2	3
N#Cc1ccc(N)cc1OCCCN1CCCCC1	9	-3	-67	2	i	-95	-4	-0.2	0.7	-1
COc1cc(O)c2c(=O)c3c(O)ccc(O)c3oc2c1	8	2	6	4	i	12	2	-1.9	16	8
CC(Oc1cccc(Br)c1)C(=O)Nc1cccc(S(=O)(=O)N2CCOCC2)c1 (stereo not drawn)	18	-3	-9	0	i	-8	-4	-0.4	0.3	-2
O=C(Nc1c2c(nn1-c1ccc(Cl)cc1)CS(=O)(=O)C2)c1ccccc1	-12	1	-5	-1	i	-7	4	-0.1	-1.6	-4
CC(C)c1nc2sc3c(=S)nc[nH]c3c2c2c1CCC2	12	0	9	-3	i	-17	1	-0.1	1.0	1
CCN(C(=O)Cc1c(C(=O)O)[nH]c2ccccc12)c1ccc(OC)cc1	3	1	12	0	i	-4	-1	0.2	-0.2	-1
CCc1cccc(C)c1NC(=O)c1cc(-c2ccncc2)nc2ccccc12	-79	-4	19	41	i	-158	13	0.0	1.9	-3
CC[C@]12c3[nH]c4cc(CCC(=O)N(C)C)ccc4c3CCN1C(=O)[C@@H](CC(=O)NCc1ccco1)C[C@@H]2C(=O)N1CCN(C(=O)C2CC2)CC1	6	0	5	1	i	10	-1	0.6	-0.6	-2
Cc1c(NC(=O)C(C)N2C(=O)C3CCCCC3C2=O)c(=O)n(-c2ccccc2)n1C (stereo not drawn)	1	11	-3	1	i	-3	-8	-0.4	-1.2	4
O=C(CN1C(=O)/C(=C/c2ccccc2)SC1=S)Nc1ncc(Cc2ccccc2)s1	16	0	25	0	i	3	0	0.3	0.5	-7
Cc1ccc(/C=C/S(=O)(=O)Nc2ccc(C)cc2)cc1	3	-3	2	-2	i	-1	-9	-0.4	-0.2	0
Cn1c(=O)cc(SCC(=O)NCc2ccco2)c2ccccc21	-3	2	-4	0	i	0	-1	-0.1	-2.6	3
S=c1[nH]nc(-c2ccccn2)n1/N=C/c1ccc(-c2ccccc2Br)o1	-34	2	30	-3	i	-1	-3	-0.6	-0.1	-12
COC(=O)[C@]1(C)N[C@H](CN(C)C(=O)NC(C)C)[C@@H]2C(=O)N(C)C(=O)[C@@H]21	14	-3	0	4	i	-11	-4	-0.1	0.4	-1
Cc1ccc(C2=NC(C(F)(F)F)(C(F)(F)F)c3c(n(-c4ccc(F)cc4)c(=O)[nH]c3=O)N2)cc1	-1	-4	-3	-3	i	-6	-3	0.2	0.9	2

Rewritten with each value named: three of the compounds above
> CCn1c(SCc2nc3ccccc3c(=O)[nH]2)nc2ccccc21
  MLLE-PAM2 inh = -1
  STEP block = 0
  NadD inh = -3
  DNMT1 inh = 0
  Rpn11 inh = i
  Scp-1 inhibitor = 4
  CSN inh = 6
  Tb MetRS inh = -1.1
  LMPTP block = -0.2
  SUMO1 PPI mod = 1
> O=C(Nc1cccc(OC(=O)c2cccnc2)c1)c1cccnc1
  MLLE-PAM2 inh = 1
  STEP block = 0
  NadD inh = 4
  DNMT1 inh = -1
  Rpn11 inh = i
  Scp-1 inhibitor = -3
  CSN inh = 1
  Tb MetRS inh = -0.1
  LMPTP block = -0.5
  SUMO1 PPI mod = 1
> COC(=O)c1c(NC(=O)Nc2ccc(Cl)cc2)sc(C)c1C
  MLLE-PAM2 inh = -4
  STEP block = -9
  NadD inh = 6
  DNMT1 inh = 10
  Rpn11 inh = i
  Scp-1 inhibitor = -3
  CSN inh = -2
  Tb MetRS inh = 0.1
  LMPTP block = -0.1
  SUMO1 PPI mod = 2

Random draw from the library, and some 3.6% of all compounds hit somewhere here.
